# High-throughput results: PubChem BioAssay, NMMLSC
# Cdc42 wt GTP = human Cdc42 wildtype GTP binding change, either direction | P60953 | 190,000 tested, 0.2% active | GST-Cdc42 beads, Bodipy-GTP binding, flow cytometry; actives lie on both sides | AID 761 | percent activity (GTP binding), % at 10 µM;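 active = percent activity GTP binding at least 20 points away from the 100% baseline, either down as inhibitor or up as activator; inconclusive = compound flagged as likely green fluorescent from well-wide comparison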;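 also: median bead fluorescence of bound Bodipy-FL-GTP at 100 nM; 0% = excess unlabeled GTP control and 100% = no compound control; below 100% means less GTP binding so inhibitor and above means activator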
# HRas wt GTP bind = changes GTP binding to wildtype human HRas. AID 759. GST-Ras wt beads, Bodipy-FL-GTP binding, flow cytometry; actives lie on both sides. GTP binding activity, % at 10 µM. 190,000 tested, 0.14% active. P01112;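 active = GTP binding activity at least 20% away from the 100% baseline, either lowered as inhibitor or raised as activator; inconclusive = flagged as likely green fluorescent, judged across all proteins in the well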;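 also: 0% = unlabeled GTP competition control and 100% = no-compound control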
# Target sequence (P01112 whole entry, looked up): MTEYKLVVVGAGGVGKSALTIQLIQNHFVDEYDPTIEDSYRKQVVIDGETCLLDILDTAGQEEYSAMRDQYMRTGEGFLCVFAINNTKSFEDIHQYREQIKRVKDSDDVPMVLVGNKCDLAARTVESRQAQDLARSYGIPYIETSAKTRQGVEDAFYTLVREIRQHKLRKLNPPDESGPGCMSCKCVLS
# Rac1 mut GTP = alters GTP binding to activated mutant human Rac1; P63000; GST-Rac1 activated beads, fluorescent GTP binding, flow cytometry; actives lie on both sides; 100% means binding = to untreated wells; percent activity (GTP binding), % at 10 µM; 190,000 tested, 0.11% active;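 active = GTP binding at least 20 percentage points away from the 100% baseline, in either direction, so actives lie on both sides; inconclusive = Compound likely fluorescent itself, or too few beads counted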
# Bim-Bcl-B = inhibitors of Bim-Bcl-B interaction, human. Q9HD36. bead-based flow cytometry, Bim peptide-Bcl-B binding. inhibition, % at 10 µM. 190,000 tested, 0.073% active. AID 951;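 also: 0% = tracer peptide without compound and 100% = reference inhibitor peptide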
# Bfl-1 Bim block = human Bim-Bfl-1 interaction inhibition. Q16548. Bead-based flow cytometry, Bim-Bfl-1 binding inhibition. inhibition, % at 10 µM. 190,000 tested, 0.12% active;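 also: 0% = wells without compound plus tracer and 100% = blocker peptide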
# Rac1 wt GTP bind = human Rac1 wildtype GTP binding, inhibitors and activators | P63000 | GST-Rac1 beads, fluorescent GTP binding, flow cytometry; actives lie on both sides; 0 = cold GTP competed, 100 = untreated | GTP binding activity (% of control), % at 10 µM | 190,000 tested, 0.27% active;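 active = GTP binding activity at least 20 points away from the 100% control level, either lower or higher; inconclusive = compound flagged as likely green fluorescent, judged across all proteins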
# Bcl-W Bim block = inhibitors of Bim-Bcl-W interaction, human | Q92843 | bead-based flow cytometry, Bim peptide-Bcl-W binding | inhibition, % at 10 µM | 190,000 tested, 0.02% active | AID 952;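 also: 0% = bound tracer without compound and 100% = peptide blocker; higher means less fluorescent Bim peptide bound to Bcl-W beads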
# Target sequence (Q92843 whole entry, looked up): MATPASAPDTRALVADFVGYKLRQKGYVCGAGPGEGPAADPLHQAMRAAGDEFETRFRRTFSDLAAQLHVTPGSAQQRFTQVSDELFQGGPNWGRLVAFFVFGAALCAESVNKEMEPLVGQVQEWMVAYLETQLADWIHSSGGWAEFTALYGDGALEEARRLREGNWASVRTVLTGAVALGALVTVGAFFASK
# Bim-Bcl-XL = disrupts Bim peptide binding to human Bcl-XL. bead flow cytometry, fluorescence. Q07817. 190,000 tested, 0.04% active. inhibition, % at 10 µM
# Target sequence (Q07817 whole entry, looked up): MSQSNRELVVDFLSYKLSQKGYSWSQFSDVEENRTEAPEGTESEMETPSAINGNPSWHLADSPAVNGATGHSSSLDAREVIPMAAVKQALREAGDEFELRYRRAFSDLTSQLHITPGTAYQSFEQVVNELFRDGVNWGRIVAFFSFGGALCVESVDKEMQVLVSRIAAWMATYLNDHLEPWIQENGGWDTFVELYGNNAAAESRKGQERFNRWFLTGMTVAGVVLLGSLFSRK
# Rab2 wt GTP = changes GTP binding to wildtype dog Rab2A, up or down. P61105. GST-Rab2 wt beads, Bodipy-GTP binding, flow cytometry. GTP binding activity, % at 10 µM. 190,000 tested, 0.19% active. AID 760;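 active = GTP binding activity at least 20 points away from 100%, either lowered or raised; inconclusive = signal likely due to the compound's own green fluorescence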;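 also: 0% = beads with excess unlabeled GTP and 100% = no-compound control corrected for plate trend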
# Bcl-2 Bim block = human Bim-Bcl-2 interaction inhibition; P10415; inhibition, % at 10 µM; Bead-based flow cytometry, Bim peptide-Bcl-2 binding; 190,000 tested, 0.06% active; AID 950; in the data active = inhibition above about 40%; inconclusive = no clear call, values can overlap the other calls;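 also: 0% = no compound wells with probe peptide and 100% = reference peptide inhibitor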
# Target sequence (P10415 whole entry, looked up): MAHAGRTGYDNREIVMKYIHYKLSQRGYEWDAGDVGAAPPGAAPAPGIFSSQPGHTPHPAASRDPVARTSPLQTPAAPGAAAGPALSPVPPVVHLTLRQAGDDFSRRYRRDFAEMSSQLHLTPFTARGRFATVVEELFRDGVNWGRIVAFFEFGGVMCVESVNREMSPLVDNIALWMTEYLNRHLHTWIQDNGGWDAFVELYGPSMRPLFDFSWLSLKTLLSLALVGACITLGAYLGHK
# Rab7 wt GTP bind = dog Rab7 wildtype GTP binding, inhibitors and activators. GST-Rab7 beads, fluorescent GTP binding, flow cytometry; actives lie on both sides; untreated = 100%, excess cold GTP = 0%. GTP binding activity (percent of control), % at 10 µM. 190,000 tested, 0.055% active. AID 758;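 active = fluorescent GTP binding to Rab7 beads changed by at least 20 points from the 100% baseline, either direction, mostly lower; inconclusive = compound itself probably fluorescent, or too few beads counted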;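 also: median green fluorescence of bound Bodipy-FL-GTP per Rab7 bead population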
# An asterisk follows results filed as active; ? = inconclusive. Rule as the data show it, unless noted: active = inhibition above about 40%.
Cdc42 wt GTP	HRas wt GTP bind	Rac1 mut GTP	canonical_smiles	Bim-Bcl-B	Bfl-1 Bim block	Rac1 wt GTP bind	Bcl-W Bim block	Bim-Bcl-XL	Rab2 wt GTP	Bcl-2 Bim block	Rab7 wt GTP bind
99	100	96	COc1ccc(C(=O)N[C@H](C(=O)NCc2cccs2)C(C)C)cc1	-3	-6	99	2	-1	98	-3	104
97	97	98	CCC(=O)c1ccc(OCC(=O)N2CCc3cc(OC)c(OC)cc3C2)cc1	-5	-10	96	0	-6	97	-11	99
106	105	102	Cc1csc(NC(=O)C2CCC(C)(C(=O)O)C2(C)C)n1 (stereo not given)	-8	-6	110	0	-3	105	-6	104
101	103	99	CCN1CCN(C(c2cccs2)C(C)NS(=O)(=O)c2ccccc2)CC1 (stereo not given)	-8	-12	100	-1	-7	101	-7	102
98	98	98	O=C(CCC1CCCC1)N[C@@H](Cc1ccc(O)cc1)C(=O)O	-5	-1	99	0	-3	100	2	106
98	98	100	CCOC(=O)C(NC(=O)CC)(Nc1sc2c(c1C(=O)OC)CCN(C)C2)C(F)(F)F (stereo not given)	-6	-7	101	0	0	98	-4	98
96	94	94	COc1ccc(/C=N/NC(=O)c2ccccc2O)cc1Cn1cc(Cl)cn1	0	0	96	0	-3	96	-1	94
108	103	100	COCCN(CC(=O)NC1CCCCC1)C(=O)CSc1nc2ccccc2o1	-8	-8	110	3	1	105	-6	104
97	94	95	Fc1ccc(Nc2nc(-c3cccnc3)cs2)cc1	-5	-2	100	0	-1	96	0	94
98	96	98	CC(C)CC1c2[nH]c3ccccc3c2CCN1CCCn1cccn1 (stereo not given)	-4	-3	100	0	-2	101	0	104
91	93	94	Cc1cc(NC(=O)CSCc2ccccc2)no1	-2	-4	93	-4	-5	96	-7	101
105	104	102	CCOc1ccc(C(O)Cn2c(=N)n(CCN3CCCCC3)c3ccccc32)cc1 (stereo not given)	-1	-10	104	0	-3	101	-3	100
105	101	99	Cc1ccc(C(=O)N[C@H](C(=O)Nc2cc(Cl)cc(Cl)c2)C(C)C)cc1	-6	-5	103	-5	-7	101	-4	99
99	99	98	CCS(=O)(=O)c1ccc(C(=O)Nc2cccc(Cl)c2)c(Cl)c1Cl	-12	-16	105	0	-13	98	-5	101
106	102	99	CCOC(=O)N1CCN(c2c(NCC3CCN(Cc4cccc(C)c4)CC3)c(=O)c2=O)CC1	-9	-6	104	-6	-8	103	-7	98
94	95	95	CCc1ccc2[nH]c(=O)c(C3C(C#N)=C(N)Oc4c3ccc3cccnc43)cc2c1 (stereo not given)	-7	-2	95	2	-3	95	-2	95
95	96	95	Cc1ccc(O)c(C2=Nc3ccccc3C2(C)C)c1	-1	-2	99	0	-1	94	1	95
94	98	96	Cc1cc(N2CCOCC2)ncc1[N+](=O)[O-]	0	0	98	0	-1	99	-1	98
105	103	104	CCc1noc(N)c1C(=O)Nc1ccc(F)c(Cl)c1	-7	-15	108	-4	0	103	-6	102
97	99	96	COc1ccc(-c2cc(C(=O)N3CCc4ccccc4C3)no2)cc1	-7	-4	103	0	-3	100	-4	106
95	98	94	Cc1ccccc1SCc1noc(C(=O)NC(C)C)c1C(=O)O	-7	-10	97	-2	-6	93	-8	96
95	101	99	CC(Oc1ccc(Cl)cc1Cl)C(=O)Nc1ncccn1 (stereo not given)	-5	0	103	-6	-4	99	0	102
98	97	95	Cc1ccc(C)c(NS(=O)(=O)c2ccc(OCC(=O)NCC3CCCO3)cc2)c1 (stereo not given)	-4	-4	100	0	0	95	-2	95
101	97	97	CCOC(=O)N1CCN(Cc2nc(Cc3cccc(F)c3)no2)CC1	-4	-6	100	-2	-3	98	-1	97
99	100	100	Cc1ccccc1C(=O)Oc1ccccc1C(=O)N1CCOCC1	0	1	102	1	-2	102	0	98
101	99	97	CCOC(=O)c1[nH]c2ccccc2c1NC(=O)CC	-6	-11	101	-1	-1	100	-7	100
100	98	95	O=C(COc1ccc(/C=N/NS(=O)(=O)c2ccccc2)cc1)Nc1ccccc1	-4	-12	98	3	-7	95	-4	98
94	94	93	COc1ccc(CCNC(=O)CN(c2cccc([N+](=O)[O-])c2)S(C)(=O)=O)cc1OC	-1	-3	95	2	-2	95	0	94
96	97	91	COc1ccc(C2C(C#N)=C(C)NC(C)=C2C#N)c(OC)c1	-5	-4	96	-1	-3	96	-5	105
89	94	90	COC(=O)c1ccc(NC(=O)Nc2ccc(OC)cc2)cc1	-2	3	93	0	0	94	1	102
104	102	101	Brc1ccc2[nH]c3c(N4CCc5ccccc5C4)ncnc3c2c1	-8	-8	104	0	1	100	-6	102
96	98	96	O=C(Nc1ccc2ncccc2c1)c1ccccc1Cl	-3	-2	98	2	3	97	-3	96
97	93	93	Cc1nc(C#N)c(NCc2ccc3c(c2)OCO3)o1	-8	-8	94	-2	-13	92	-8	91
97	98	96	N[C@@H](Cc1ccc(O)cc1)c1nnc([C@H](CO)NC(=O)C2CCNCC2)o1	-7	-3	99	1	-3	96	-2	97
101	100	100	CCN1C(=O)CC(Sc2ccccc2C(=O)O)C1=O (stereo not given)	0	1	104	2	1	99	-1	99
100	101	99	Cc1cc(C(=O)N/N=C/c2ccc[nH]2)no1	-7	-3	103	-7	-12	97	-5	98
99	98	95	O=C(CCc1nnc(-c2ccc3c(c2)OCO3)o1)NC(c1cccnc1)C(F)(F)F (stereo not given)	0	-5	103	1	0	97	0	95
98	99	97	Cc1cc(C)c(NC(=O)C(=O)NCc2ccco2)c(C)c1	-7	-7	102	0	-2	94	-2	99
94	96	98	CCCn1nnc(NC(=O)/C=C/c2ccccc2)n1	-3	-5	99	-3	-3	96	0	90
101	101	98	COC(=O)COc1ccc2cccc(-n3cnnn3)c2c1	-2	-3	106	0	1	101	-1	101

# The closing three records of the part before open the next one.
Cdc42 wt GTP	HRas wt GTP bind	Rac1 mut GTP	canonical_smiles	Bim-Bcl-B	Bfl-1 Bim block	Rac1 wt GTP bind	Bcl-W Bim block	Bim-Bcl-XL	Rab2 wt GTP	Bcl-2 Bim block	Rab7 wt GTP bind
98	99	97	Cc1cc(C)c(NC(=O)C(=O)NCc2ccco2)c(C)c1	-7	-7	102	0	-2	94	-2	99
94	96	98	CCCn1nnc(NC(=O)/C=C/c2ccccc2)n1	-3	-5	99	-3	-3	96	0	90
101	101	98	COC(=O)COc1ccc2cccc(-n3cnnn3)c2c1	-2	-3	106	0	1	101	-1	101
?	?	?	Cc1sc2nc(-c3cccnc3)nc(Cl)c2c1-c1ccccc1	-2	9	?	1	-2	?	3	?
94	97	94	CCC1(C)Cc2ccccc2-c2nc(NCCO)n(-c3ccccc3)c(=O)c21 (stereo not given)	0	-1	99	-1	-1	96	3	95
99	99	96	COc1ccc2nc(NC(=O)CSc3nnc4n3C(C)(C)Cc3ccccc3-4)sc2c1	-7	-7	99	1	-4	97	-5	99
92	92	93	CCCN(CCC)C(=O)c1cc2c(=O)[nH]c3ccc(C)cc3c2s1	-2	-5	90	-2	-2	93	-3	96
99	101	100	O=C(CN1CCN(C(c2ccccc2)c2ccccc2)CC1)Nc1ccc(N2CCOCC2)cc1	-4	-5	99	-4	-2	98	-4	103
100	100	98	COc1ccccc1-c1cc(C(=O)N/N=C/c2sccc2C)c2ccccc2n1	-11	-22	104	-7	-12	99	-13	103
107	102	97	CCOC(=O)C1=C(CSc2nccn2C)NC(=O)NC1c1ccc(OC)cc1 (stereo not given)	-5	-2	109	-6	3	102	1	99
100	101	99	Clc1ccc(OCc2nn3c(-c4ccco4)nnc3s2)c(Cl)c1	3	1	103	9	0	97	3	98
96	99	95	COCc1ccc(CN2CCCC(CCC(=O)NCc3ccc(C)o3)C2)o1 (stereo not given)	-6	-6	100	-1	-5	99	-9	107
95	99	96	COc1ccc2ccccc2c1/C=N/N1C(=O)CSC1=S	0	-3	96	0	-4	97	2	106
100	101	100	COc1ccc(-c2noc(CSc3nc4sc(C)c(C)c4c(=O)n3-c3ccccc3)n2)cc1	-7	-3	104	-2	-4	98	0	99
107	100	97	CC1=CC(=O)c2ccccc2C1=O	-2	23	102	0	0	99	-1	95
100	99	101	COc1ccc(C2Nc3ccccc3C(=O)N2c2ccccc2)cc1CSc1ccccn1 (stereo not given)	-10	-13	102	-7	-11	100	-6	102
100	101	101	COc1cccc(NC(=S)N(Cc2ccco2)C(C)c2ccco2)c1 (stereo not given)	-8	-12	103	-3	-7	100	-4	103
103	100	98	CCOC(=O)c1sc2nc(CC(=O)OC)nc(NCCN(CC)CC)c2c1C	3	-1	100	1	2	100	0	102
93	97	96	CCC(C)NC(=O)Cn1cnc2sc(C)c(S(=O)(=O)N3CCN(c4ncccn4)CC3)c2c1=O (stereo not given)	-2	-11	101	-4	-3	93	-3	95
101	103	101	CCN(CC)CCCN(Cc1cc2cc(OC)ccc2[nH]c1=O)C(=O)Nc1ccc(F)cc1	-1	-3	108	4	0	101	-2	100
99	98	97	CCCCNC(=S)N/N=C/c1sccc1C	-4	-3	100	-1	-1	98	-5	96
102	101	98	CCOc1ccc(CCNC(=O)CSc2cc(=O)n(CC)c3ccccc23)cc1OCC	-3	0	106	-3	-4	100	-1	102
92	95	92	O=c1[nH]c2ccccc2n2c(-c3ccncc3)nnc12	7	4	93	4	4	94	3	98
98	100	96	O=C(CN(CCc1ccccc1)C(=O)CN1C(=O)COc2ccccc21)NCc1ccco1	-7	-6	97	-2	-2	97	-7	98
101	97	99	Nc1nonc1C(=O)NCCNCc1ccccc1	-9	-16	104	-3	-6	100	-6	98
89	91	87	O=C(CSc1nc2scc(-c3ccccc3)c2c(=O)[nH]1)NC1CCCCC1	-2	-6	90	1	1	89	-3	99
94	95	94	Cc1ccc(S(=O)(=O)ON2C(=O)c3ccccc3C2=O)c(C)c1	-34	25	98	-7	-10	95	-6	98
94	92	96	c1ccc2c(NCCCN3CCOCC3)c3ccccc3nc2c1	-4	-7	93	-1	-2	94	-4	93
96	98	93	Cc1cc(C)n(-c2nc(-c3cccc(Cl)c3)cs2)n1	0	0	95	-3	-2	96	0	97
96	95	93	CCCCCCCCNC(=O)/C(C#N)=C/c1ccc(SC)cc1	-3	0	95	-1	-3	92	-2	93
95	96	94	COc1ccc(-c2nc(=S)c3ccc4ccccc4c3[nH]2)cc1	-6	-2	94	-3	-3	98	-4	102
103	100	97	O=C1CN(C(=O)CC2c3ccccc3-c3ccccc32)CC(=O)N1	-7	-11	105	0	1	99	-6	99
103	99	98	Cn1cc(C(=O)c2ccc(F)cc2)cc1-c1nc2ccccc2n1C	-10	-14	101	0	-7	100	-9	100
